# Screening results as filed in PubChem BioAssay.
# C diff growth: inhibitors of Clostridium difficile growth. growth activity, negative = inhibition, % at 16 µg/mL (by protocol). 0.25% of 86,000 active. Clostridium difficile clinical isolate growth, OD600, 24 h; active compounds read low;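 active = mean growth activity at or below -80% and every replicate also at or below -80%; inconclusive = mean at or below -80% but some replicate above -80%; inactive = mean growth activity above -80%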;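 also: 0% = DMSO wells and -100% = levofloxacin 16 µg/mL wells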
# Pf Dd2 growth: blocks growth of Plasmodium falciparum Dd2 parasites. activity change, % at 10 µM. P. falciparum Dd2 growth, SYBR Green, 72 h; active compounds read low. AID 1159554. 2.3% of 94,000 active; in the data active = activity change below about -80%; inconclusive = no clear call, values can overlap the other calls
# Tcruzi prolif: inhibitors of T. cruzi proliferation | T. cruzi beta-gal in NIH3T3, GalScreen luminescence, 90 h | inhibition, % at 8.34 µM | 5.9% of 77,000 active | AID 624255;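 active = mean inhibition above about 93%, with at least 55% of replicates each passing it, limit read from the data, passing the limit was not always enough; inconclusive = only one of those two conditions holds; inactive = neither condition holds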
# KDM4C inh: blocks human GASC-1 (KDM4C) demethylase activity. 0.15% of 96,000 active. Q9H3R0. AID 720574. inhibition, % at 12.5 µM. GST-KDM4C 2-372, H3K9me3 peptide, LANCE TR-FRET;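 active = mean replicate inhibition above about 25%, with at least 55% of replicates also reaching it, limit read from the data, passing the limit was not always enough; inconclusive = only one of those two conditions met; inactive = neither condition met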
# Target sequence (Q9H3R0 2-372 limits assumed): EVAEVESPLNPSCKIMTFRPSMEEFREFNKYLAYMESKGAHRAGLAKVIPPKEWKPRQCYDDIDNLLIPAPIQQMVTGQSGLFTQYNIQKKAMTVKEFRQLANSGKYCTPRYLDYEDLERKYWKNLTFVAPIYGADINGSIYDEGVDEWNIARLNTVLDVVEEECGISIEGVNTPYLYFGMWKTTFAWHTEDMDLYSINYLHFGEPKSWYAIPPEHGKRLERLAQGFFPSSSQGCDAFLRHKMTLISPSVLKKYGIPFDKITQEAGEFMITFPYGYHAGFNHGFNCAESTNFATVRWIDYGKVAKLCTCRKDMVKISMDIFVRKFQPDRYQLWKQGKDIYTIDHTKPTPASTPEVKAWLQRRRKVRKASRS
#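 reagent = H3K9me3 peptide substrate, Fe(II), 2-oxoglutarate | system = GST-tagged GASC-1 (JMJD2C) catalytic fragment, aa 2-372 | amount = enzyme final amount 10 nM | read-out = Fall in 671/618 emission ratio as inhibition | medium = HEPES buffer, pH 7.5, plus ascorbate | schedule = 30 min reaction, 60 min detection, RT | measured by = LANCE TR-FRET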
# * marks the source's active call; other numbers are inactive results; u = inconclusive; x = no result given; & = joins results of further samples. An excerpt; the hit share may differ from the screen's.
cpd	smiles	C diff growth	Pf Dd2 growth	Tcruzi prolif	KDM4C inh
1	COc1ccccc1CN1[C@H](CO)[C@@H](c2ccccc2)C12CN(C(=O)Cc1ccccc1)C2	-2	-52	x	-0.6
2	N#Cc1cccc(-c2ccc([C@@H]3[C@H]4CN(C(=O)Cc5cccnc5)CCCCN4[C@H]3CO)cc2)c1	-5	2	37	0.1
3	O=C(Cc1cccnc1)N1CCCCN2[C@H](CO)[C@H](c3ccc(C#CC4(O)CCCC4)cc3)[C@@H]2C1	-1	27	18	-0.7
4	COC(=O)[C@@H]1[C@@H](CO)[C@@H]2Cn3c(ccc(-c4ccccc4)c3=O)[C@H]1N2CC1CC1	5	6	15	-1.0
5	COC(=O)[C@@H]1[C@@H](CO)[C@@H]2Cn3c(ccc(C4=CCCCC4)c3=O)[C@H]1N2C(=O)Cc1ccccn1	1	5	61	2.4
6	C[C@H]1CN([C@@H](C)CO)C(=O)CCCn2nncc2CO[C@H]1CN(C)C(=O)Oc1cccc2ccccc12	1	-15&1	-7&-20	-0.3
7	COC(=O)[C@@H]1[C@@H](CO)[C@@H]2Cn3c(ccc(-c4cccc(OC)c4)c3=O)[C@H]1N2CC1CC1	0	x	61	-1.4
8	N#Cc1cccc(-c2ccc([C@H]3[C@H]4CN(C(=O)Cc5ccccc5)CCCCN4[C@H]3CO)cc2)c1	10	-14	u	-0.5
9	O=C(Cc1ccncc1)N1CCCCN2[C@H](CO)[C@H](c3ccc(C#Cc4ccccc4F)cc3)[C@H]2C1	2	-38	u	6.1
10	O=C(Cc1cccnc1)N1CCCCN2[C@H](CO)[C@@H](c3ccc(C#CC4CCCC4)cc3)[C@@H]2C1	-9	-31	49	-0.1
11	O=C(Cc1cccnc1)N1CCCCN2[C@H](C1)[C@@H](c1ccc(C#CC3(O)CCCC3)cc1)[C@@H]2CO	-4	-3	4	1.2
12	N#Cc1cccc(-c2ccc([C@@H]3[C@@H](CO)N4CCCCN(C(=O)Cc5ccncc5)C[C@@H]34)cc2)c1	0	10	66	-0.6
13	CCCNC(=O)[C@H]1[C@H](CO)[C@H]2Cn3c(cccc3=O)[C@@H]1N2CCC	-1	18	62	-2.2
14	O=C(C1CC1)N1C[C@@H]2N[C@H](C1)C2c1ccc(-c2cncnc2)cc1 (stereo partly drawn)	-5&-1	21&-75	x	1.1
15	O=C(Cc1ccccc1)N1CC2(C1)[C@H](c1ccccc1)[C@@H](CO)N2Cc1cccc(Cl)c1	-3	-47	x	1.7
16	O=C(O)[C@@H]1[C@@H](CO)[C@@H]2Cn3c(ccc(-c4cccc(F)c4)c3=O)[C@H]1N2CCc1ccccc1	1	-3	8	0.3
17	CCN1[C@@H]2Cn3c(ccc(-c4ccc(OC)cc4)c3=O)[C@H]1[C@@H](C(=O)OC)[C@@H]2CO	2	x	-14	-2.6
18	CC(C)CC#Cc1ccc([C@@H]2[C@H]3CN(C(=O)Cc4ccccn4)CCCCN3[C@H]2CO)cc1	-17	-11	56	2.7
19	COc1cccc(-c2ccc3n(c2=O)C[C@H]2[C@H](CO)[C@@H](C(=O)O)[C@@H]3N2Cc2ccccc2F)c1	x	x	-37	1.4
20	COC(=O)[C@@H]1N[C@@H]2c3ccc(C4=CCCC4)c(=O)n3C[C@@H]2[C@H]1CO	-1	x	-29	1.9
21	COC(=O)[C@H]1[C@H](CO)[C@H]2Cn3c(ccc(/C=C/c4ccccc4)c3=O)[C@@H]1N2CC1CCCC1	11	-31	79	-2.9
22	C[C@H](CO)N1C[C@H](C)[C@H](CN(C)C(=O)Oc2cccc3ccccc23)OCc2cnnn2CCCC1=O	0&1	-16&-3	-6&11	1.5
23	COc1ccc(-c2ccc([C@@H]3[C@@H](CO)N4CCCCN(C(=O)Cc5ccncc5)C[C@H]34)cc2)cc1	6	-47	55	0.5
24	CC=Cc1ccc2n(c1=O)C[C@@H]1[C@@H](CO)[C@H](C(=O)N(C)C)N[C@H]21 (mixture of isomers)	0	2	52	-1.4
25	N#Cc1cccc(-c2ccc([C@@H]3[C@@H](CO)N4CCCCN(C(=O)Cc5cccnc5)C[C@H]34)cc2)c1	-2	25	39	1.0
26	C/C=C/c1ccc([C@@H]2[C@H](CO)N3CCCCN(C(=O)Cc4ccncc4)C[C@@H]23)cc1	6	-43	34	-0.4
27	O=C(O)[C@H]1[C@H](CO)[C@H]2Cn3c(ccc(-c4cccc(F)c4)c3=O)[C@@H]1N2CCc1ccccc1	-3	-8	10	-1.0
28	N#Cc1cccc(-c2ccc([C@H]3[C@H](CO)N4CCCCN(C(=O)Cc5ccncc5)C[C@@H]34)cc2)c1	3	-70	118*	2.1
29	Cc1ccc(OC(=O)N(C)C[C@H]2OCc3ccccc3-c3c(n(C)c4ccccc34)C(=O)N([C@@H](C)CO)C[C@H]2C)cc1	-26	-54	x	-2.2
30	O=C(Cc1ccccc1)N1CC2(C1)[C@H](c1ccccc1)[C@H](CO)N2Cc1cccc(F)c1	3	-16	x	-0.4
31	COC(=O)[C@H]1[C@H](CO)[C@H]2Cn3c(ccc(-c4ccccc4)c3=O)[C@@H]1N2CC1CCCC1	-13	-8	x	-0.6
32	COC(=O)[C@H]1[C@H](CO)[C@H]2Cn3c(ccc(-c4ccccc4F)c3=O)[C@@H]1N2Cc1ccncc1	-4	8	60	-0.6
33	O=C(Cc1cccnc1)N1CCCCN2[C@@H](CO)[C@@H](c3ccc(C#CC4(O)CCCC4)cc3)[C@@H]2C1	2	-15	61	-0.1
34	COC(=O)[C@@H]1[C@@H](CO)[C@@H]2Cn3c(ccc(-c4ccncc4)c3=O)[C@H]1N2S(=O)(=O)c1ccccc1C	1	8	-19	-4.2
35	COC(=O)[C@H]1[C@H](CO)[C@H]2Cn3c(ccc(-c4cccc(OC)c4)c3=O)[C@@H]1N2CC1CC1	-2	x	60	-0.9
36	COC(=O)[C@H]1[C@H](CO)[C@H]2Cn3c(ccc(/C=C/c4ccccc4)c3=O)[C@@H]1N2C(=O)C1CCC1	3	-1	19	-1.3
37	N#Cc1cccc(-c2ccc([C@@H]3[C@H](CO)N4CCCCN(C(=O)Cc5ccccc5)C[C@@H]34)cc2)c1	-5	-24	100*	-0.7
38	C[C@H]1CN([C@@H](C)CO)C(=O)CCCn2cc(nn2)CO[C@H]1CN(C)C(=O)Oc1cccc2ccccc12	-1	-15	117*	-0.3
39	COC(=O)[C@@H]1[C@@H](CO)[C@@H]2Cn3c(ccc(C4=CCCCC4)c3=O)[C@H]1N2CC1CC1	1	x	49	0.3
40	O=C(Cc1cccnc1)N1CCCCN2[C@H](CO)[C@H](c3ccc(C#CC4(O)CCCC4)cc3)[C@H]2C1	0	31	21	2.8
41	COc1cccc(-c2ccc3n(c2=O)C[C@@H]2[C@@H](CO)[C@H](C(=O)O)[C@H]3N2C(=O)c2cnccn2)c1	-3	10	39	-1.2
42	C[C@@H]1CN([C@@H](C)CO)C(=O)CCCn2cc(nn2)CO[C@@H]1CN(C)C(=O)Oc1cccc2ccccc12	x	13	6	0.3
43	C[C@H](CO)N1C[C@H](C)[C@H](CN(C)C(=O)Oc2cccc3ccccc23)OCc2cn(nn2)CCCC1=O	-3	-8	34	0.7
44	Cc1cccc(S(=O)(=O)N2[C@@H]3Cn4c(ccc(-c5ccc(F)cc5)c4=O)[C@H]2[C@@H](C(=O)O)[C@@H]3CO)c1	x	x	-40	-2.0
45	O=C(Cc1ccccc1)N1CCCCN2[C@H](CO)[C@@H](c3ccc(C#Cc4ccccc4)cc3)[C@H]2C1	5	-53	118*	-0.5
46	CCCN1[C@@H]2c3ccc(-c4ccc(F)cc4)c(=O)n3C[C@H]1[C@H](CO)[C@H]2C(=O)OC	-2	6	-7	0.6
47	O=C(Cc1ccccn1)N1CCCCN2[C@H](CO)[C@@H](c3ccc(-c4ccccc4)cc3)[C@@H]2C1	-9	22	79	-1.1
48	COc1ccc(C#Cc2ccc([C@@H]3[C@@H](CO)N4CCCCN(C(=O)Cc5cccnc5)C[C@H]34)cc2)cc1	15	-40	100*	0.2
49	COC(=O)[C@@H]1[C@@H](CO)[C@@H]2Cn3c(ccc(C4=CCCCC4)c3=O)[C@H]1N2CC1CCCC1	2	-9	79	-0.1
50	O=C(Cc1ccccc1)N1CC2(C1)[C@H](c1ccccc1)[C@H](CO)N2Cc1cccc(Cl)c1	-4	-33	x	17

# Additional structures
cpd	smiles	C diff growth	Pf Dd2 growth	Tcruzi prolif	KDM4C inh
51	COc1ccc(C#Cc2ccc([C@H]3[C@H]4CN(C(=O)Cc5ccncc5)CCCCN4[C@H]3CO)cc2)cc1	0	-64	107*	0.9
52	COC(=O)[C@@H]1[C@@H](CO)[C@@H]2Cn3c(ccc(-c4ccccc4)c3=O)[C@H]1N2C(=O)c1ccccc1F	1	7	77	-1.9
53	O=C(Cc1ccccn1)N1CCCCN2[C@H](CO)[C@H](c3ccc(-c4ccccc4F)cc3)[C@H]2C1	-15	19	58	0.1
54	CN1[C@H](CO)[C@H]2c3ccccc3NC[C@H]21	19	-36	8	-1.9
55	C[C@@H]1CN([C@H](C)CO)C(=O)CCCn2nncc2CO[C@@H]1CN(C)C(=O)Oc1ccccc1	0	7&11	-3&14	-0.4
56	O=C(Cc1ccccn1)N1CCCCN2[C@@H](CO)[C@@H](c3ccc(-c4ccccc4)cc3)[C@@H]2C1	1	-21	113*	0.8
57	O=C(Cc1ccccc1)N1CCCCN2[C@H](CO)[C@@H](c3ccc(-c4ccccc4)cc3)[C@@H]2C1	50	15	31	-1.0
58	O=C(Cc1ccccc1)N1CCCCN2[C@H](CO)[C@H](c3ccc(-c4ccccc4)cc3)[C@H]2C1	47	-12	10	-1.8
59	O=C(Cc1ccccn1)N1CCCCN2[C@H](C1)[C@@H](c1ccc(Br)cc1)[C@@H]2CO	12	16	75	0.7
60	N#Cc1cccc(-c2ccc([C@@H]3[C@H](CO)N4CCCCN(C(=O)Cc5cccnc5)C[C@@H]34)cc2)c1	2	-13	83	0.3
61	COC(=O)[C@@H]1[C@@H](CO)[C@@H]2Cn3c(ccc(-c4cccc(F)c4)c3=O)[C@H]1N2Cc1ccncc1	-3	19	-8	0.7
62	N#Cc1cccc(-c2ccc([C@H]3[C@H]4CN(C(=O)Cc5cccnc5)CCCCN4[C@H]3CO)cc2)c1	3	8	71	-0.7
63	C[C@H]1CN([C@@H](C)CO)C(=O)CCCn2nncc2CO[C@@H]1CN(C)C(=O)Oc1ccccc1	x	14	2	0.1
64	C/C=C/c1ccc([C@@H]2[C@H]3CN(C(=O)Cc4ccncc4)CCCCN3[C@H]2CO)cc1	-6	-32	60	0.1
65	O=C1CNC[C@H]2[C@H](c3ccc(Br)cc3)[C@@H](CO)N12	15	-8	x	0.4
66	Cc1ccccc1S(=O)(=O)N1[C@@H]2Cn3c(ccc(-c4cccnc4)c3=O)[C@H]1[C@@H](C(=O)O)[C@@H]2CO	-4	23	-22	1.4
67	COc1ccc(C#Cc2ccc([C@H]3[C@H]4CN(C(=O)Cc5ccccc5)CCCCN4[C@H]3CO)cc2)cc1	-2	-17	80	-2.3
68	C[C@H]1CN([C@@H](C)CO)C(=O)c2c(c3ccccc3n2C)-c2ccccc2CO[C@H]1CN(C)C(=O)Oc1ccccc1	-1	-56	x	-2.5
69	COC(=O)[C@H]1[C@H](CO)[C@H]2Cn3c(ccc(-c4ccc(F)cc4)c3=O)[C@@H]1N2Cc1cccnc1	-6	x	-110	-1.1
70	COc1cccc(-c2ccc([C@@H]3[C@H](CO)N4CCCCN(C(=O)Cc5ccncc5)C[C@@H]34)cc2)c1	-3	-44	u	-0.7

# Among those listed so far, these contain sulfur:
cpd	smiles	C diff growth	Pf Dd2 growth	Tcruzi prolif	KDM4C inh
34	COC(=O)[C@@H]1[C@@H](CO)[C@@H]2Cn3c(ccc(-c4ccncc4)c3=O)[C@H]1N2S(=O)(=O)c1ccccc1C	1	8	-19	-4.2
44	Cc1cccc(S(=O)(=O)N2[C@@H]3Cn4c(ccc(-c5ccc(F)cc5)c4=O)[C@H]2[C@@H](C(=O)O)[C@@H]3CO)c1	x	x	-40	-2.0
66	Cc1ccccc1S(=O)(=O)N1[C@@H]2Cn3c(ccc(-c4cccnc4)c3=O)[C@H]1[C@@H](C(=O)O)[C@@H]2CO	-4	23	-22	1.4

# Remaining list, next part:
cpd	smiles	C diff growth	Pf Dd2 growth	Tcruzi prolif	KDM4C inh
71	O=C(Cc1ccccc1)N1CCCCN2[C@H](C1)[C@H](c1ccc(C#CC3(O)CCCC3)cc1)[C@@H]2CO	4	-16	85	-1.0
72	COC(=O)[C@H]1[C@H](CO)[C@H]2Cn3c(ccc(-c4cccc(C(=O)N(C)C)c4)c3=O)[C@@H]1N2C(=O)NC(C)C	3	13	7	12
73	COc1ccc(-c2ccc3n(c2=O)C[C@@H]2[C@@H](CO)[C@H](C(=O)O)[C@H]3N2C(=O)c2ccccc2F)cc1	-3	x	-5	-1.7
74	O=C1CNC[C@@H]2[C@@H](c3ccc(Br)cc3)[C@@H](CO)N12	11	18	x	4.4
75	O=C(Cc1cccnc1)N1CCCCN2[C@@H](CO)[C@H](c3ccc(C#CC4CC4)cc3)[C@@H]2C1	-8	-76	108*	x
76	O=C(Cc1ccccn1)N1CCCCN2[C@H](CO)[C@H](c3ccc(Br)cc3)[C@@H]2C1	-3	27	67	-0.2
